# S3 lipid droplet = qHTS Assay for Lipid Storage Modulators in Drosophila S3 Cells. actives 0.64% (n = 320,000). Potency in µM for hits, for the others lipid storage change, negative = inhibition, % at the top dose, mostly 46.1 µM. Drosophila S3 cells, BODIPY lipid droplet fluorescence, 18-24 h; cells fed with added oleic acid; active = well fitted inhibition curve with a large enough effect in the signal ratio, with a control signal flat, not every such curve was filed as active; inconclusive = small, poorly fitted or top-dose-only effect, or effect the other way, or a change in a side signal; the % refers to the signal ratio
#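 Laser-scanning cytometry quantifies lipid droplet accumulation (500–530 nm total intensity; droplet/cell object ratio) in oleic acid-fed (400 uM added) Drosophila S3 cells treated with a concentration series. 20 uM Triacsin C defined 100% inhibition.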
# S3 lipid droplet cell count max = recorded beside S3 lipid droplet, whose call it bears; cell number change, %; measured here: cell count max response;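 cells counted by Cell Tracker Red CMTPX staining in the red channel; peak over a dose series mostly up to 46.1 µM; percent activity relative to internal control wells on each plate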
# * hit, by the source's call; i = inactive; u = inconclusive; x = not tested or not shown. % is scaled to controls: 0 for no effect and ±100 for the full control effect; potency is read from the fitted curve at half-maximal effect. Not all compounds are listed (hit frequency here may not be typical).
SMILES,S3 lipid droplet,S3 lipid droplet cell count max
O=C(NC(=S)NN1CCCCC1c1cccnc1)c1ccc(Cl)cc1Cl (stereo unspecified),13%,x
Cc1ccc(C(=O)Nc2cc3c(cc2N2CCCCC2)n(C)c(=O)n3C)cc1,i,-9
CCNC(=O)c1sc(-c2ccccc2)nc1C,7%,8
Cc1ccc(S(=O)(=O)N[C@H](C(=O)Oc2ccc3c(C(F)(F)F)cc(=O)oc3c2)c2ccccc2)cc1,u,x
CCC1CCCCN1CCCNC(=O)Cn1nc(-c2ccc(C)cc2)ccc1=O (stereo unspecified),-13%,-7
CC(C)(C)N=C1NN=C(c2ccc(Cl)cc2)CS1,u,x
O=C(O)CSCc1nc2scc(-c3ccccc3)c2c(=O)[nH]1,u,x
CCCCC(c1nnnn1CS(=O)(=O)c1ccc(C)cc1)N1CCN(c2ccccc2)CC1 (stereo unspecified),i,x
O=C(c1nc2n(n1)C(c1ccc(Cl)cc1)C=C(c1ccccc1)N2)N1CCOCC1 (stereo unspecified),u,x
CC(=O)Nc1ccc(NC2CCCCC2NS(=O)(=O)c2ccc(Cl)cc2)cc1 (stereo unspecified),10%,-17
Cc1nc(C)c(-c2nnc(-c3cccc(S(=O)(=O)N(C)C)c3)o2)cc1C(=O)NN,u,x
CCn1c(CCC(=O)N(C)CC(=O)Nc2cccc(F)c2)nc2cc(S(=O)(=O)N(C)C)ccc21,27%,x

# The final three compounds of the section before come first, to join the parts:
SMILES,S3 lipid droplet,S3 lipid droplet cell count max
CC(=O)Nc1ccc(NC2CCCCC2NS(=O)(=O)c2ccc(Cl)cc2)cc1 (stereo unspecified),10%,-17
Cc1nc(C)c(-c2nnc(-c3cccc(S(=O)(=O)N(C)C)c3)o2)cc1C(=O)NN,u,x
CCn1c(CCC(=O)N(C)CC(=O)Nc2cccc(F)c2)nc2cc(S(=O)(=O)N(C)C)ccc21,27%,x
COc1ccc(C(NC(=O)C(C)(C)C)NC(=O)C(C)(C)C)cc1,2%,-2
CCN1CCN(C(=O)Nc2cccc(C(F)(F)F)c2)CC1,-28%,-190
Cc1ccc(Cl)cc1NC(=O)CNCC(c1ccccc1)N(C)C (stereo unspecified),u,x
NC(=O)c1ccc(NC(=O)CSc2nncn2-c2ccccc2)cc1,i,6
COc1ccccc1N1CCN(C(=O)CCc2c[nH]c3ccccc23)CC1,u,x
O=C(Nc1ccc2[nH]ncc2c1)c1ccc(F)cc1,u,x
COc1ccc(NS(=O)(=O)c2cc(NC(=O)c3ccncc3)ccc2N2CCOCC2)cc1,u,x
O=[N+]([O-])c1ccccc1S(=O)(=O)NCc1cccnc1,18%,2
O=C1c2ccccc2NC(c2cccc(Cl)c2)N1N=C1CCCCCC1 (stereo unspecified),u,x
O=C(Nc1ccc2oc(=O)ccc2c1)c1cccnc1,-9%,-20
O=C(NC1CC1)C1=NOC(CNc2ncc(C(F)(F)F)cc2Cl)C1 (stereo unspecified),1%,-9
Cc1ccc(S(=O)(=O)Nc2cccc(-c3ccc(N4CCCCCC4)nn3)c2)cc1,-6%,30

# Grouped by structure: those above containing an aryl methoxy group
SMILES,S3 lipid droplet,S3 lipid droplet cell count max
COc1ccc(C(NC(=O)C(C)(C)C)NC(=O)C(C)(C)C)cc1,2%,-2
COc1ccccc1N1CCN(C(=O)CCc2c[nH]c3ccccc23)CC1,u,x
COc1ccc(NS(=O)(=O)c2cc(NC(=O)c3ccncc3)ccc2N2CCOCC2)cc1,u,x

# Continued:
SMILES,S3 lipid droplet,S3 lipid droplet cell count max
CCC(C)N(C(=O)CSc1nnc(NC(C)C)s1)C1CCS(=O)(=O)C1 (stereo unspecified),u,x
C=CCNC(=O)/C(=C/c1ccco1)NC(=O)c1ccc(Br)o1,-15%,x
Cc1ccccc1Nc1nc(Nc2ccccc2C)nc(SC2=NCCS2)n1,u,x
CCOc1c(Br)cc(C2NS(=O)(=O)N=C3CCCCCN32)cc1OC (stereo unspecified),u,x
Cc1ccc(NC(=O)Cn2c(O)c(N=NC(=O)c3cc4ccccc4cc3O)c3ccccc32)cc1,u,x
COCCN(C(=O)COC(=O)C1COc2ccccc2O1)c1c(N)n(Cc2ccccc2)c(=O)[nH]c1=O (stereo unspecified),1%,1
COc1cccc(NC(=O)CN(c2ccccc2OC)S(=O)(=O)c2cccs2)c1,u,x
CC(C)(C)OC(=O)N1CCC[C@H]1C(=O)Nc1ccc(C#N)cc1,-12%,-7
Cc1onc(-c2ccccc2Cl)c1C(=O)Nc1ccc(OCC(=O)N2CCOCC2)cc1,0%,-3
COc1ccc(-c2cc3ccccc3cn2)cc1,u,x
COc1cc(NC(=O)c2ccccc2Cl)c2ncccc2c1,u,x
COc1ccc2oc(C)c(NC(C)=O)c2c1,u,x
COc1ccc(C(=O)c2oc3ccc(Br)cc3c2NC(C)=O)cc1,u,x
COC(=O)c1cc(C(=O)OC)cc(N2C(=O)CC(NNC(=O)c3ccccc3Br)C2=O)c1 (stereo unspecified),-8%,-13
CC1CCCCC1NC(=O)NC(=O)CCl (stereo unspecified),u,x
C=CCN1C(=O)C(Cc2cccc(Cl)c2)S/C1=N/N=C/c1ccco1 (stereo unspecified),u,x
O=C(CSCCS(=O)(=O)c1ccc(Cl)cc1)Nc1ccccc1,4%,15
Nc1cccc(-c2nc3cc(S(=O)(=O)c4ccc5oc(-c6cccc(N)c6)nc5c4)ccc3o2)c1,u,x
Cc1ccc(C)c(N2CCN(C(=O)C3CCN(S(=O)(=O)c4c(C)noc4C)CC3)CC2)c1,u,x
c1csc(-c2nnc(NC3CCCCC3)c3ccccc23)c1,u,x
Cc1sc(NC(=O)c2ccc(F)cc2)c(CN2CCCCCC2)c1C,15%,-22
CC(C)CN1C(=O)/C(=C/c2cccs2)NC1=S,u,x
CCOC(=O)N1CCC(NC(=O)C2CCCN(C(=O)c3cc4sccc4n3C)C2)CC1 (stereo unspecified),u,x
CN(C)C(CNC(=O)c1ccco1)c1cccs1 (stereo unspecified),-15%,8

# Entries of single compounds as entered above:
# c1csc(-c2nnc(NC3CCCCC3)c3ccccc23)c1 is entered as S3 lipid droplet = u; S3 lipid droplet cell count max = x
# COC(=O)c1cc(C(=O)OC)cc(N2C(=O)CC(NNC(=O)c3ccccc3Br)C2=O)c1 (stereo unspecified) is entered as S3 lipid droplet = -8%; S3 lipid droplet cell count max = -13

# Next part
SMILES,S3 lipid droplet,S3 lipid droplet cell count max
CCC(C)c1c(O)nc(SCC(=O)N2CCCCC2)[nH]c1=O (stereo unspecified),u,x
Cn1nnnc1SCC(=O)N1c2ccccc2CCc2ccccc21,u,x
O=C(Nc1nccs1)C1CC2CCC1C2 (stereo unspecified),-18%,-3
COc1ccccc1C(C#N)N1N=C(C)CC1(C)C (stereo unspecified),-21%,-1
Cc1cc(C)c2oc(=O)cc(CN3CCN(Cc4ccc5c(c4)OCO5)CC3)c2c1,u,x
CCOC(=O)CSc1nnc(CNC(=O)c2cccs2)n1-c1ccccc1,6%,0
CC(C)C(C(=O)N1CCOCC1)N1C(=O)c2ccccc2C1=O (stereo unspecified),i,20
O/N=C/c1ccnc(SCc2ccc(Cl)cc2)n1,u,x
COc1ccc(NC(=O)N2CCN(c3cccc(C(F)(F)F)c3)CC2)cc1,i,x
COc1cc2c(cc1OC)C(c1ccccc1F)OC(=O)C2 (stereo unspecified),13%,4
CCOc1ccccc1Nc1nc2ccccc2n2cnnc12,u,x
CCN(CC)C(=O)CSc1nc2c(sc(=S)n2-c2ccccc2)c(=O)n1-c1ccc(OC)c(OC)c1,u,x

# Three entries already listed, arranged by length of the SMILES, ascending.
SMILES,S3 lipid droplet,S3 lipid droplet cell count max
CCOc1ccccc1Nc1nc2ccccc2n2cnnc12,u,x
CCC(C)c1c(O)nc(SCC(=O)N2CCCCC2)[nH]c1=O (stereo unspecified),u,x
CCN(CC)C(=O)CSc1nc2c(sc(=S)n2-c2ccccc2)c(=O)n1-c1ccc(OC)c(OC)c1,u,x

# (cont.)
SMILES,S3 lipid droplet,S3 lipid droplet cell count max
O=C(Cn1cccn1)N1CCCC(N2CCN(Cc3ccc4c(c3)OCO4)CC2)C1 (stereo unspecified),i,x
COc1ccc(/C=C/C(=O)Nc2c(C)nn(C)c2C)cc1COc1ccc(Br)cc1,u,x
O=C(c1ncc[nH]1)c1ccccc1Cl,-1%,-4
CC(C)n1cc(CN2CCC(C(=O)Nc3ccc(Oc4ccccc4F)cc3)CC2)cn1,u,x
CCOC(=O)C1(CCCc2ccccc2)CCN(C(=O)c2cc(C)nn2CC)CC1,u,x
COc1cccc(Oc2ccc(N/C=C/C(=O)C(C)(C)C)cc2)c1,u,x
Cc1ccc(F)cc1NC(=O)N1CCN(C2c3ccccc3-c3ccccc32)CC1,10%,-1
COC(=O)c1cc(S(=O)(=O)N2CCCC(C)C2)cn1C (stereo unspecified),u,x
CC/C(=N\NC(=O)c1ccc(CN(C)S(=O)(=O)c2ccc(C)cc2)cc1)c1ccc(OC(F)F)cc1,u,x
Cc1ccc(C(C)C)c(OCC(O)CNC2CCCC2)c1 (stereo unspecified),u,x
CCOc1ccc(S(=O)(=O)N2CCOCC2)cc1NC(=O)CSC(=S)N1CCCC1,12%,19
CCCNS(=O)(=O)c1ccc(OCC(=O)N2CCC(C(=O)OCC)CC2)cc1,8%,7
CCOC(=O)c1c(C)n(C)c2ccc(OC)c(NC(=O)CCN3CCC(Cc4ccccc4)CC3)c12,9%,-10
CCOc1ccccc1N1CSC2=C(C#N)C(c3c(OC)ccc4ccccc34)CC(=O)N2C1 (stereo unspecified),u,x
C=CCN1C(=O)[C@@H]2Cc3c([nH]c4ccccc34)C(c3ccc(O)cc3)N2C1=S (stereo partly specified),u,x
COc1ccc(S(=O)(=O)N2N=C(c3ccc(NS(C)(=O)=O)cc3)CC2c2ccco2)cc1 (stereo unspecified),1%,-1
CCOc1ncccc1C(=O)NC(C)CCc1ccccc1 (stereo unspecified),2%,-8
COc1ccccc1NC(=O)Cn1cnc2sc(C(=O)NCc3ccco3)c(C)c2c1=O,15%,-13
O=C1CC(N2CCC(c3nc4ccccc4o3)CC2)C(=O)N1Cc1cccs1 (stereo unspecified),i,8
COc1cc([C@@H]2C[C@H]3CN(c4ccccc4)C(=O)[C@]34CCCN24)cc(OC)c1OC,6%,-2
Cc1ccc(C2CC(=O)Nc3c2ccc2ccccc32)cc1[N+](=O)[O-] (stereo unspecified),29%,28
COc1ccc(C2NC(=O)NC(C)=C2C(=O)OC2CCCC(C)C2)cc1 (stereo unspecified),u,x
O=C(Oc1cccc2cccnc12)c1cccc([N+](=O)[O-])c1,u,x
Cn1c(O)c(N=NC(=O)c2cc(-c3cccs3)nc3ccccc23)c2ccccc21,u,x
CCCCc1oc2c(c(=O)c1C)C(=O)CC(c1ccccc1)C2 (stereo unspecified),u,x
COC(=O)c1ccc(NC(=O)Nc2cccc(F)c2)cc1,u,x
COc1ccc(Cl)c(N2CCN(CCCNC(=O)Nc3ccc(C)cc3)CC2)c1,u,x
CCN1C2=C(C(=O)CCC2)C(c2ccc(O)cc2)C2=C1CCCC2=O,-25%,x
CCOC(=O)C(Sc1cc(C)nc(N)n1)C(C)=O (stereo unspecified),u,x
FC(F)(F)c1cc(-c2cccs2)nc2nc(N3CCOCC3)sc12,u,x
COc1ccc(CCNC(=O)[C@H](C)N2C(=O)N3CCc4c([nH]c5ccccc45)[C@@]3(C)C2=O)cc1OC,u,x
CCCCOC(=O)C1=C(C)Nc2ncnn2C1c1cccc(OC)c1OC (stereo unspecified),u,x
COc1ccc(CC(NC(C)=O)C(=O)NC2CCN(C(=O)c3cccc(Cl)c3)CC2)cc1OC (stereo unspecified),-3%,-1
CCN(C(=O)CSc1nnc(-c2cccs2)n1CC)C1CCS(=O)(=O)C1 (stereo unspecified),-9%,1
COc1ccc(Nc2nc(Cl)nc(N3CCN(c4ccc(OC)cc4)CC3)n2)cc1,u,x
COc1ccc(-n2c(=O)cc(N3CCN(c4ccccc4F)CC3)[nH]c2=O)cc1,u,x
CCN(CC)S(=O)(=O)N1CCC(C(=O)NC2CCCc3ccccc32)CC1 (stereo unspecified),u,x
O=C(Nc1ccc(NC(=O)c2ccco2)nc1)c1ccccn1,u,x
CCOc1ccc(CNc2nc3ccccc3n2CCN2CCOCC2)cc1,6%,-6
CCn1c(SCC(=O)N2CCCCC2C)nc2ccsc2c1=O (stereo unspecified),i,9
CCC(CC)C(=O)Nc1cccc(/C(C)=N/NC(=O)c2ccccc2Cl)c1,u,x
CCn1nc(C)cc1C(=O)Sc1ccc(Cl)cc1Cl,u,x
O=c1c2cnn(-c3ccccc3)c2ncn1Cc1ccco1,33µM*,1.7*
COc1ccc(C(=O)Nc2ccccc2)cc1NC(=O)c1ccc([N+](=O)[O-])cc1,u,x
C/C(CC(=O)NC1CCCC1)=N\NC(=O)C1CCCCC1,-1%,8
CCCCCCCn1c2c(c(=N)c3ccccc31)CCC2,u,x
O=C(COc1cc(Cl)ccc1Cl)Nc1nnc(CC(=O)N2CCOCC2)s1,u,x
COc1ccc2cc([C@H](C)C(=O)O)ccc2c1,-7%,13
CCn1c(SCC(=O)N2CCN(c3ccc(F)cc3)CC2)nnc1-c1ccncc1,u,x
CNC(=S)N/N=C/c1cn(CCOc2ccc(OC)cc2)c2ccccc12,u,x
COc1ccc(OC)c(S(=O)(=O)n2ccnc2C)c1,u,x
CC(NC(=O)CN(C)S(=O)(=O)c1ccc(Br)s1)c1ccccc1 (stereo unspecified),i,13
COC(=O)C1CCN(C(=O)NC2CCCCC2)CC1,u,x
